# Ba/F3 V617F tox – lowers viability of Ba/F3 cells expressing EpoR and JAK2V617F; ATP luminescence; inhibition, % at 5.6 µM; 220,000 tested, 1.1% active;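 active means inhibition above the campaign mean plus 3 SD over all tested compounds, cut at about 24% in these data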;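 further: cytokine-independent growth of Ba/F3 cells driven by EpoR plus mutant JAK2; 0% = DMSO-treated cells and 100% = JAK inhibitor I control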
# BaF3 tox – counter-screen for JAK2V617F inhibitors: parental Ba/F3 viability inhibitors | CellTiter-Glo ATP luminescence | 220,000 tested, 1.1% active | inhibition, % at 5.6 µM;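 active means inhibition above a per-campaign cutoff, the mean inhibition of all tested compounds plus 3 SD, cut at about 27% in these data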;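 further: 0% = DMSO wells and 100% = JAK Inhibitor I control wells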
# NPY1 pot ag – potentiators or agonists of human neuropeptide Y receptor Y1 | activation, % at 3.6 µM | NPY-Y1 expressing cells, potentiator/agonist activation | AID 1304 | 220,000 tested, 0.37% active | P25929; in the data active means activation above about 33%, passing the limit was not always enough;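 further: cells stimulated with NPY at EC10 then isoproterenol at EC100; 0% = low agonist plus stimulus and 100% = saturating agonist plus stimulus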
# Target sequence (P25929 whole entry, looked up): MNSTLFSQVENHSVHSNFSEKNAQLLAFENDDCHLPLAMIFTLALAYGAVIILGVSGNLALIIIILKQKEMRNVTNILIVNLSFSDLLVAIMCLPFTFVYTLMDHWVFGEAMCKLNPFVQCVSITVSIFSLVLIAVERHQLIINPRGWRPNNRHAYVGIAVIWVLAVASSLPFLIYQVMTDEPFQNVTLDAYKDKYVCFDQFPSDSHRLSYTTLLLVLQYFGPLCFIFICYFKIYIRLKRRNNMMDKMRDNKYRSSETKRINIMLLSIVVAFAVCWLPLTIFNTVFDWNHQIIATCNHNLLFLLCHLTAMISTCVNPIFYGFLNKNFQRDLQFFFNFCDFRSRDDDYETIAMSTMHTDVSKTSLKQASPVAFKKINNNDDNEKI
# CHOP inh – inhibitors of CHOP induction in ER stress response; CHO-K1 CHOP-promoter luciferase, tunicamycin-induced, 15-18 h; inhibition, % at 10 µM; 220,000 tested, 3.8% active; AID 2732;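 active means compounds that reduced the stress-induced luciferase reporter signal by more than about 70% of percent inhibition, limit read from the data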;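 further: 0% = tunicamycin plus vehicle and 100% = wells without tunicamycin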
# NPY2 pot ag – potentiates or activates human NPY-Y2 receptor. cells expressing NPY-Y2, potentiator/agonist read-out. activation, % at 3.6 µM. 220,000 tested, 0.45% active. P49146; in the data active means activation above about 27%;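 further: cells stimulated with NPY near EC25 plus isoproterenol at EC100; 0% = vehicle plus submaximal agonist and 100% = vehicle plus saturating agonist; some results beyond the cut were filed as inactive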
# Target sequence (P49146 whole entry, looked up): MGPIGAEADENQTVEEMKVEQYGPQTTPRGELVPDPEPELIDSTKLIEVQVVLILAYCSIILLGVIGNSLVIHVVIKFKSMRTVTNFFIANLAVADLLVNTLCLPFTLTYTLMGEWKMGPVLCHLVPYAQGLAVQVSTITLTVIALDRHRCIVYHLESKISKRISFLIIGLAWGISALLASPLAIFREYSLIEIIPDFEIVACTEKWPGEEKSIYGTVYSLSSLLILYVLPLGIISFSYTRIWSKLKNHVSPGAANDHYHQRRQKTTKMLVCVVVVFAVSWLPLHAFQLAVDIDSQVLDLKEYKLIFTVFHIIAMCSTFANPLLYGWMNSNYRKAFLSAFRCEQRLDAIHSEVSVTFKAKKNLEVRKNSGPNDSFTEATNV
# NCF1 inh – p47phox (human) inhibition; P14598; p47phox/p22phox peptide binding, fluorescence polarization, 2 h; inhibition, % at 24.7 µM; 220,000 tested, 0.53% active; AID 1274;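 active means inhibition above about 30%, limit read from the data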;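 further: 0% = p47phox with labelled peptide and 100% = labelled peptide alone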
# S1P4 antag – blocks the human S1P4 receptor | inhibition, % at 4.98 µM | O95977 | 220,000 tested, 0.26% active | S1P4-expressing cells, antagonist mode, reporter read-out | AID 1510; in the data active means inhibition above about 29%;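 further: 0% = wells stimulated with agonist and 100% = vehicle wells without agonist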
# NPY Y1 blocker – NPY-Y1 (human) receptor antagonism; AID 1040; inhibition, % at 3.6 µM; 200,000 tested, 1% active; P25929; HEK293-CNG Y1 cells, membrane potential fluorescence; NPY at EC95, then isoproterenol;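 active means inhibition above the campaign mean inhibition of all tested compounds plus 3 SD, cut at about 20% in these data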;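 further: 0% = DMSO wells given NPY plus isoproterenol and 100% = isoproterenol alone without NPY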
#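 Test system: HEK293 cells co-expressing NPY Y1 receptor and cyclic-nucleotide gated channel; Also added: NPY (25 nM), isoproterenol (1 µM), Ro 20-1724 (25 µM); Compound dosing: one concentration, 3.6 µM, in 0.4% DMSO; Timing: dye 3 h, compound 60 min room temperature, stimulation 45 min; Technique: Membrane-potential fluorescent dye readout.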
# S1P4 agonist – human S1P4 receptor agonism; 220,000 tested, 0.35% active; S1P4-expressing cell line, agonist reporter assay; activation, % at 4.98 µM; in the data active means activation above about 11%;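 further: 0% = DMSO vehicle and 100% = reference agonist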
# * marks the source's active call; other numbers are inactive results; / = no result given.
SMILES,Ba/F3 V617F tox,BaF3 tox,NPY1 pot ag,CHOP inh,NPY2 pot ag,NCF1 inh,S1P4 antag,NPY Y1 blocker,S1P4 agonist
COc1ccc2[nH]c(C)c(CCNC(=S)Nc3ccc(C)cc3)c2c1,-1,0,14,13,10,-6,-6,-6,0.1
OCCN=C(c1ccccc1)C12CN3CN(CN(C3)C1)C2,4,4,21,8,-3,3,-2,-4,1.8
CCOc1ccc2c(c1)c(N=Nc1cccc(C(=O)O)c1)c(O)n2C,0,4,-19,18,23,-28,-9,0,-0.7
Cc1cc(C)cc(OCc2nc3ncc(Br)cc3[nH]2)c1,-1,-2,10,/,7,/,-8,-1,0.7
Nc1nc(-c2cccnc2)nc(N2CCCCC2)n1,-3,1,-6,1,14,-4,-8,-2,0.6
Cc1c(NC(=O)c2c(N)sc3c2CCCC3)c(=O)n(-c2ccccc2)n1C,2,10,1,8,-9,3,-1,1,-0.9
OCCCNC(=S)Nc1ccc2nc(-c3ccccn3)c(-c3ccccn3)nc2c1,85*,71*,3,28,5,-9,17,1,-1.2
O=C(C1CCC1)N1CCN(Cc2ccccc2)CC1,0,7,-8,40,12,5,-18,-1,4.0
O=C(c1cc(S(=O)(=O)N2CCOCC2)ccc1F)N1CCN(Cc2ccccc2)CC1,-3,2,-4,-21,6,-6,-14,-1,1.6
Cc1ccc(C2C3=C(CC(C)(C)CC3=O)NC3=C2C(=O)c2ccccc23)cc1 (centres undefined),-3,7,-16,38,-7,-4,-17,22*,0.9
CCOC(=O)c1ccc(Oc2cn[nH]c2-c2ccc(O)cc2O)cc1,-4,5,20,25,2,-22,2,/,0.5
COc1ccccc1-c1nnc(SCC(=O)NCc2ccco2)n1N,2,2,-13,10,3,-9,-14,-1,2.2
Cc1onc(-c2ccccc2Cl)c1C(=O)Nc1cccnc1,1,4,-7,4,13,1,-26,-1,2.3
CCOC(=O)N/N=C1\CC(C)CC(C)(C)C1 (centres undefined),-2,7,-19,8,11,-1,-19,-2,0.3
CCOC(=O)c1ccc(NC(=S)NCCc2ccc(F)cc2)cc1,2,1,-3,-2,5,-11,9,5,-0.7
CCOc1cc(Br)c(CC(=O)O)cc1OCC,3,1,-27,16,-14,-9,-2,/,-1.7
O=C(/C=C/c1ccc(S(=O)(=O)N2CCOCC2)cc1)NCc1ccccc1,-2,8,-5,-3,4,-3,-6,6,-1.4
CCCCOC(=O)CSc1nc2ccccc2o1,-1,-3,-9,6,-27,-5,-11,/,-0.7
O=C(c1ccc(Cl)cc1)C1C2C(=O)N(c3ccccc3)C(=O)C2C2CCCN21 (centres undefined),-1,3,-20,9,5,-13,-2,1,-0.2
CCN(CC)C(=O)CSc1nnc(-c2ccccn2)n1-c1ccccc1OC,0,-4,13,-7,-9,-16,-9,/,0.0
COc1ccc2c(c1)sc(=N)n2CC(=O)Nc1cc(C)cc(C)c1,3,6,-11,29,-13,-9,11,7,0.6
O=C(CCN1C(=O)c2ccccc2C1=O)N1CCN(Cc2ccc(Cl)cc2Cl)CC1,1,5,-11,-7,-4,-3,-12,5,-0.7
O=C(NCCc1ccccc1)/C(=C\c1ccc([N+](=O)[O-])cc1)NC(=O)c1ccc(Br)cc1,-1,5,1,-10,1,9,-18,3,-0.7
CCSC1=C(C#N)C(c2ccc(C)o2)CC(=O)N1 (centres undefined),-1,-3,7,14,-4,-5,4,/,-0.9
CC(C)S(=O)(=O)C/C(N)=N/OC(=O)c1cc(Cl)cc(Cl)c1,4,-3,-12,-8,-3,5,-5,/,0.2
N/C(=N\NC(=O)c1ccc(Cl)cc1)c1cnccn1,-3,2,11,-17,14,-1,2,/,-0.3
COc1ccc(S(=O)(=O)Nc2cccc(-c3ccc4nncn4n3)c2)cc1F,81*,79*,-3,0,8,-9,-9,0,1.5
COc1ccc(CNC(=O)C(=O)NCC2CCCO2)cc1 (centres undefined),0,2,-1,3,-8,-9,-16,8,0.1
O=C(Nc1nccs1)c1cc(N2CCOCC2)nc2ccccc12,1,1,20,19,0,-3,0,2,-1.3
Cc1csc(=Nc2ccccc2)n1CCCN1CCCC1=O,1,10,1,5,0,-13,-11,1,0.0
O=C1Nc2ccc(Br)cc2/C1=N/N=C/C1=C(N2CCOCC2)C(=C\c2ccccc2)/CC1,-4,-1,-3,4,-11,0,-35,-2,1.6
CCC(CO)NCC(O)COCc1ccc2c(c1)OCO2 (centres undefined),2,0,-18,-4,-9,-3,3,0,-0.5
COc1ccc(/C=N/NC(=O)C2(C)NC(C)(C)Cc3ccccc32)cc1 (centres undefined),-3,3,20,57,8,0,-7,7,0.5
Nc1nc(-c2ccco2)nn1C(=O)c1ccc(F)cc1,7,13,2,6,-14,5,8,0,-0.1
COC(=O)c1ccc(Cn2nnc3ccccc3c2=O)o1,-1,-1,-2,4,7,7,-4,7,-1.2
CCCC(=O)Nc1cccc(-c2nc3cc(C)c(C)cc3o2)c1,-2,5,0,105*,7,-14,-10,-5,1.8
CSc1ccccc1C(=O)Nc1ccccc1C(=O)NC(C)C,1,6,19,19,5,-4,8,3,1.0
O=c1nc(-c2ccccc2)cn[nH]1,-3,1,4,9,10,-8,-4,13,0.1
COC(=O)c1ccc2c(=O)n(Cc3ccco3)c(SCC(=O)Nc3ccc(C)c(Cl)c3)nc2c1,2,6,-16,30,-4,-1,0,-2,-2.1
COc1ccccc1/C=N/NC(=Nc1ccc(C)cc1)c1nc2ccccc2s1,-3,0,-4,-26,0,-11,-7,9,0.9
CCCCc1ccc(S(=O)(=O)NC2CCS(=O)(=O)C2)cc1 (centres undefined),-5,2,7,33,10,-4,-11,/,-0.8
Cc1nn(C(=O)CCCn2cc([N+](=O)[O-])cn2)c(C)c1Cl,0,6,-7,46,6,-3,-10,3,-1.1
O=C(COc1ccc(S(=O)(=O)N2CCCC2)cc1Cl)NCc1ccco1,5,9,9,47,-2,-18,5,0,-0.7
COc1ccc(C(=O)CSc2n[nH]c(N)n2)cc1,0,5,-2,39,-11,-6,-5,8,0.5
O=C1C2C3C=CC(C3)C2C(=O)N1CCc1ccccc1 (centres undefined),-3,-1,-4,13,0,3,-7,-3,-1.8
CCCn1cnc2c(N)c(C)c(C)cc21,0,5,-12,18,12,-2,-7,-2,1.3
CCc1ccc(N2CC(C(=O)Nc3ccccc3F)CC2=O)cc1 (centres undefined),-5,-1,-3,5,0,0,-8,20,-0.8
CC(C)Nc1nc(NC(C)C)nc(Oc2ccc(OCc3ccccc3)nn2)n1,5,6,-4,24,-1,-7,-1,-2,0.1
Cc1ccc2c(CN3CCN(CCO)CC3)cc(=O)oc2c1,2,6,-2,32,0,-6,-1,5,1.5
CCC(CC)=NNC(=O)c1ccccc1OCc1ccc(F)cc1,2,6,-66,14,-35,3,-8,21*,0.7
COC(=O)CC/C(O)=C1\C(=O)CC(C)(C)CC1=NCc1nc2ccccc2[nH]1,2,2,-21,7,-1,0,-18,3,0.4
CN(C)CCNC(=O)c1cccc(S(=O)(=O)Nc2ccccc2F)c1,4,4,1,5,1,-1,-8,6,1.6
COc1cc(OC)c(C2C(C#N)=C(N)OC3=C2C(=O)CC(C)(C)C3)cc1OC (centres undefined),1,-2,-25,12,-10,-11,0,5,-1.5
Cc1ccc(-c2ccc(S(=O)(=O)NCC3CCCO3)cc2)cc1 (centres undefined),-3,-1,-10,24,1,8,0,-2,1.1
O=C(COC(=O)c1cc2c(s1)CCCC2)NCc1ccccc1Cl,-2,4,-17,45,-5,-9,-20,12,0.1
O=C(O)/C=C/c1ccc(OCc2cccc(F)c2)cc1,1,8,12,36,5,-3,-6,3,0.8
CN(C)/C=C/C(=O)c1cnc2n(c1=O)CCS2,1,4,-11,10,8,-4,-2,2,2.2
Cc1nn(Cc2ccc([N+](=O)[O-])cc2)c(=O)n1-c1ccccc1,3,5,-27,-20,3,-5,-4,9,0.8
CC(=O)NCCc1nc2ccccc2n1CCOc1ccc(C)cc1,-3,-4,12,5,-5,-4,9,/,-1.9
Cc1cc(NC(=O)CN2CCC(C)CC2)no1,-2,0,0,-25,0,7,-29,2,-1.8
# Later entries.
SMILES,Ba/F3 V617F tox,BaF3 tox,NPY1 pot ag,CHOP inh,NPY2 pot ag,NCF1 inh,S1P4 antag,NPY Y1 blocker,S1P4 agonist
COc1ccc(S(=O)(=O)N2CCCCC2)cc1NC(=S)Nc1cccc(Cl)c1C,1,6,15,50,4,-13,-6,0,1.7
CCOC(=O)C1(Cc2ccccc2)CCCN(Cc2ccncc2)C1 (centres undefined),-4,1,0,10,5,2,15,-9,0.5
COc1cccc(N2C(=O)c3ccncc3C2=O)c1,-1,8,3,26,-3,-16,3,0,1.1
Nc1nc(-c2ccccc2)nn1C(=O)c1ccco1,-3,0,5,-5,9,-1,-2,2,-0.6
O=C(CN1CCN(c2ccccc2F)CC1)Nc1ccccc1F,3,8,-18,3,-16,3,-12,15,0.0
O=[N+]([O-])c1ccc2nc(-c3ccccc3)oc2c1,1,6,4,-6,14,-3,-6,8,0.1
CC(=O)N1CCCC(C(=O)c2ccc(Oc3ccccc3)cc2)C1 (centres undefined),2,2,-16,3,3,0,0,-1,0.3
COc1cccc(Cn2c(N)c(C#N)c3nc4ccccc4nc32)c1OC,-1,3,9,23,17,-35,18,-6,0.3
COc1cc2c(cc1OC)C1Cc3ccc(OC)c(OC)c3CN1CC2 (centres undefined),-1,3,1,12,6,-7,-14,-6,0.3
COc1ccc2c(c1)CC[C@@H]1[C@@H]2CC[C@]2(C)C(=O)CC[C@@H]12,-1,4,-4,36,7,-1,-19,9,2.4
O=C(CCCN1C(=O)C2C3C=CC(C3)C2C1=O)N1CCN(c2ccccc2)CC1 (centres undefined),-4,0,1,-26,-3,-1,-15,-1,-0.8
CNC(=O)COC(=O)/C=C/c1nc2ccccc2s1,-3,1,12,-4,0,-9,-10,11,-2.0
C=CCOc1ccc2cccc(/C=N/NC(=O)c3cc4cc([N+](=O)[O-])ccc4s3)c2c1,10,9,11,52,-16,41*,5,-2,-3.4
O=C(Cn1nnc(-c2cccc(C(F)(F)F)c2)n1)N1CCCCCC1,-2,3,-13,49,2,-5,-16,2,-0.9
O=S(=O)(/N=C(/c1ccc(F)cc1)N1CCCCC1)c1ccc(Cl)cc1,-2,3,2,-8,-4,-22,2,-3,3.1
COc1ccc(N=C2SC(C(=O)N3CCN(c4ccccc4)CC3)CC(=O)N2C)cc1 (centres undefined),0,-2,20,38,4,-8,7,4,-0.8
CCOC(=O)CNC(=O)c1cnn2cccnc12,-1,4,-30,11,8,-12,-15,0,1.7

# Grouped by structure: those above containing a cyano group (3)
SMILES,Ba/F3 V617F tox,BaF3 tox,NPY1 pot ag,CHOP inh,NPY2 pot ag,NCF1 inh,S1P4 antag,NPY Y1 blocker,S1P4 agonist
CCSC1=C(C#N)C(c2ccc(C)o2)CC(=O)N1 (centres undefined),-1,-3,7,14,-4,-5,4,/,-0.9
COc1cc(OC)c(C2C(C#N)=C(N)OC3=C2C(=O)CC(C)(C)C3)cc1OC (centres undefined),1,-2,-25,12,-10,-11,0,5,-1.5
COc1cccc(Cn2c(N)c(C#N)c3nc4ccccc4nc32)c1OC,-1,3,9,23,17,-35,18,-6,0.3

# Part of the list above with just CHOP inh, S1P4 antag and BaF3 tox:
Molecule,CHOP inh,S1P4 antag,BaF3 tox
O=C(COc1ccc(S(=O)(=O)N2CCCC2)cc1Cl)NCc1ccco1,47,5,9
COc1ccc(C(=O)CSc2n[nH]c(N)n2)cc1,39,-5,5

# Screening data (PubChem)
